# POLI inh = qHTS for Inhibitors of Polymerase Iota | AID 588590, 2011 | actives 1% (n = 390,000) | Pol iota fluorescent replication assay, 10 min | Potency, µM (highest dose often 115 µM), without a hit: top-dose activity, negative = inhibition, actives largely listed as inhibitors
# Target sequence (Q9UNA4 whole entry, looked up): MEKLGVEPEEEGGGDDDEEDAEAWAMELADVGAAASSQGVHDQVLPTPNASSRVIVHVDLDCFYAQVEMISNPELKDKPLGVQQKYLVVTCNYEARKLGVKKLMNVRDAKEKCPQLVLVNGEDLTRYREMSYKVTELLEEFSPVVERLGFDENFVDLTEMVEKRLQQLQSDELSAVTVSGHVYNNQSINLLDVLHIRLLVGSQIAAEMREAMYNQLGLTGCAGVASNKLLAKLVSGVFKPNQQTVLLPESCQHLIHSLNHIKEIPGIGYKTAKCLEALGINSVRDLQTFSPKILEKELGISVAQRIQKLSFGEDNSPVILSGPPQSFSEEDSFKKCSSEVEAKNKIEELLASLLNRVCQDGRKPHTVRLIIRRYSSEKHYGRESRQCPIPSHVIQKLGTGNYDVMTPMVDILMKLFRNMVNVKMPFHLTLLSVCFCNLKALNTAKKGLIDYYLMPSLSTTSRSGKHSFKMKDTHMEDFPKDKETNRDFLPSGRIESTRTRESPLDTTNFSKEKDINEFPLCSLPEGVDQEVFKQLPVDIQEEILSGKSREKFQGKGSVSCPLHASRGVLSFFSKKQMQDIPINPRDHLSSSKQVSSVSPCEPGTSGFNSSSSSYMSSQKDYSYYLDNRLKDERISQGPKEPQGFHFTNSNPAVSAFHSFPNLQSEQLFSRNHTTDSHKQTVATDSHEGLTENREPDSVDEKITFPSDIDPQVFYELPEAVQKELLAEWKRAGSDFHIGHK
#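 Pol iota at 10 nM preincubated 15 min with compounds at room temperature; reaction started with fluorescent substrate, 50 nM final. Fluorescence read kinetically at 0 and 10 min; buffer-only wells as negative control.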
# BAZ2B block = qHTS Assay for Inhibitors of BAZ2B; AID 504333, 2011; Potency, µM (doses to about 114 µM), without a hit: top-dose activity change, negative = inhibition, most hits filed as inhibitors; actives 4.4% (n = 360,000); AlphaScreen BAZ2B-H3K14Ac peptide displacement; Bromodomain adjacent to zinc finger domain protein 2B (Homo sapiens), Q9UIF8; further: on the % scale 0 is the no-effect control and ±100 the full control effect; nearly all actives have a fitted effect of over 60% in size
#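 Protein-peptide AlphaScreen: BAZ2B 50 nM, b-H3K14Ac 50 nM, 1x PBS pH 7.4 + 0.01% Tween-20. Preincubation 30 min RT; cpd 30 min RT (top 110 uM); beads 20 min RT, light-protected.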
# POLH inh = qHTS for Inhibitors of Polymerase Eta; DNA polymerase eta (Homo sapiens), Q9Y253; recombinant Pol eta, fluorescent DNA replication assay; Potency, µM (top dose mostly 114 µM), for the others: top-dose activity change, negative = inhibition, actives largely listed as inhibitors; actives 1.2% (n = 390,000); AID 588591, 2011; further: on the % scale 0 is the no-effect control and ±100 the full control effect
#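 Pol eta at 10 nM preincubated with compounds 15 min at room temperature; reaction started with fluorescent substrate (50 nM final) and read kinetically at 0 and 10 min.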
# JMJD2A Tudor inh = qHTS Assay for Inhibitors of JMJD2A-Tudor Domain | Potency, µM (titrated, usually from 114 µM), inactives show at the top dose activity change, negative = inhibition, usual class: inhibitors | AID 504339, 2011 | actives 4.4% (n = 390,000) | AlphaScreen JMJD2A-Tudor / H3K4me3 peptide binding | Lysine-specific demethylase 4A (Homo sapiens), O75164; further: on the % scale 0 is the no-effect control and ±100 the full control effect; nearly all actives have a fitted effect of over 50% in size
# Pol kappa inh = qHTS for Inhibitors of Polymerase Kappa. DNA polymerase kappa (Homo sapiens), Q9UBT6. purified Pol kappa, fluorescent DNA synthesis assay, 10 min. Potency, µM (highest dose often 107 µM), for inactives: top-dose activity, negative = inhibition, actives largely listed as inhibitors. AID 588579, 2011. actives 0.53% (n = 400,000); further: on the % scale 0 is the no-effect control and ±100 the full control effect
#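 50 nM final substrate added after 15 min RT preincubation of 10 nM Pol kappa with compound; fluorescence read at 0 and 10 min.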
# G9a block = qHTS Assay for Inhibitors of Histone Lysine Methyltransferase G9a; actives 8.8% (n = 350,000); Histone-lysine N-methyltransferase EHMT2 (Homo sapiens), Q96KQ7; Potency, µM (highest dose often 102 µM), without a hit: at the top dose activity, negative = inhibition, most hits filed as inhibitors; AID 504332, 2011; G9a H3K9 monomethylation, AlphaScreen, 2 h; further: on the % scale 0 is the no-effect control and ±100 the full control effect; nearly all actives have a fitted effect of over 75% in size
#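 Readings reflect AlphaScreen signal from monomethyl-H3K9 antibody detection. HMT at 20 nM; substrate b-H3K9 500 nM; cofactor SAM 20 uM; 2 h RT reaction; compounds tested as titrations in qHTS with 15 min preincubation.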
# APE1 inh = qHTS Assay for Inhibitors of the Human Apurinic/apyrimidinic Endonuclease 1 (APE1). DNA repair nuclease/redox regulator APEX1 (Homo sapiens), P27695. recombinant APE1, TAMRA/BHQ-2 abasic DNA cleavage fluorescence. Potency, µM (series often up to 65.8 µM), for the others: at the top dose activity change, negative = inhibition, most hits filed as inhibitors. actives 0.35% (n = 350,000);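 further: plate controls were vehicle for no effect and reference inhibitor for full effect; nearly all actives have a fitted effect of over 55% in size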
#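 Kinetic fluorescence read (525 ex/598 em nm, three reads 60 s apart) of AP-site incision; signal = third minus first read. Enzyme 0.75 nM, dual-labelled THF duplex 50 nM, compound preincubation 15 min RT.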
# POLB inh = qHTS Assay for Inhibitors of DNA Polymerase Beta. P06746. Pol beta primer extension/strand displacement, fluorescence kinetic. Potency, µM (doses to about 114 µM), for inactives: at the highest dose activity change, negative = inhibition, usual class: inhibitors. actives 1.3% (n = 340,000); further: on the % scale 0 is the no-effect control and ±100 the full control effect
#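 Enzyme-only controls used 10 nM Pol beta; buffer lacking enzyme served as negative control. Compound preincubated 15 min, then 50 nM substrate added; 0 and 10 min reads at room temperature.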
# BLM inh = qHTS Assay for Inhibitors of Bloom's syndrome helicase (BLM). RecQ-like DNA helicase BLM (Homo sapiens), P54132. recombinant BLM DNA unwinding, fluorescence dequenching. Potency, µM (series often up to 56.1 µM), inactives show top-dose activity change, negative = inhibition, usual class: inhibitors. actives 0.2% (n = 350,000). AID 2528, 2010;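 further: plate controls were vehicle for no effect and no enzyme for full effect; nearly all actives have a fitted effect of over 35% in size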
# An asterisk follows results filed as active; ? = inconclusive; . = not tested or not shown; [ ] = remark or other dose. The call rests on the fitted dose curve; in most records, active means well fitted curve in the direction sought with a large enough effect; inconclusive means small, poorly fitted or top-dose-only effect, or another doubt; inactive means no such curve, though single readings can be large; an effect the other way counts as inactive or inconclusive. Potency means the concentration at half of the fitted maximal effect.
POLI inh	BAZ2B block	POLH inh	JMJD2A Tudor inh	Pol kappa inh	G9a block	APE1 inh	POLB inh	molecule	BLM inh
.	-25%	.	.	.	-6%[12.7 µM]	-5%	1%	COc1ccc(-n2cnc3cc(NS(=O)(=O)c4ccc(C)cc4)ccc32)cc1	-10%
-7%	-36%	-10%	-25%	-6%	?	17%	-27%	CCCn1c2ccc(C)cc2c2n[nH]c(=S)nc21	-1%
-11%[58.9 µM]	.	-14%	0%	-1%	.	.	.	CN1CCOCCOc2ccccc2OCCOCC1	.
-2%	.	-9%	1%	4%	.	15%	.	NC(=O)c1ccccc1NC(=O)COC(=O)CSCc1cccc(Cl)c1	.
10%	-16%	-13%	-3%	-4%	?	-9%	24%	COc1ccc(NC(=O)CN(C)C(=O)c2cc3c(s2)CCCCC3)cc1	0%
22%	-28%	-15%	-6%	-16%	12%[59 µM]	3%	1%	COc1cccc(CN(C)CC(=O)NCc2ccccc2Cl)c1	-7%
31%[activator]	-1%	5%	-16%	-11%	-10%[2.33 µM]	12%	1%	CCCCNC(=O)NS(=O)(=O)c1ccc(NC(=O)CCC(=O)c2cccs2)cc1	0%
-3%	-1%	-9%	-4%	-6%	-5%[59 µM]	.	-7%	Cc1cccc(N(CC(=O)NCCc2ccccc2)S(=O)(=O)c2ccccc2)c1C	-10%
.	.	.	.	?	36%	3%	.	Cc1cccc([C@H]2[C@@H]3C=CC(C)C[C@@H]3C(=O)N2Cc2ccccc2)c1 (some centres not stated)	-6%[75.6 µM]
1%	-23%	-19%	-7%	-8%	34%	32%	-8%	Cc1cc(C)cc(NC(=O)N2CCNC(=O)C2CC(=O)Nc2cc(Cl)ccc2Cl)c1 (configuration not stated)	-11%
-10%	0%	-9%	1%	-2%	7%	3%	19%	Cc1cc(C)n2nc(SCC(=O)c3cccs3)nc2n1	-1%
-6%	-18%	-5%	-11%	-9%	29%	7%	3%	CCN(Cc1ccc(NC(C)=O)cc1)CC1CCCN(CCc2cccc(F)c2)C1 (configuration not stated)	2%
25%	-1%	-3%	-8%	-15%	8%[59 µM]	.	-2%	Cc1cc(C)c(NC(=O)CSc2nc3nc(C)cc(C)n3n2)c(C)c1	-2%
32%[activator]	18%	-1%	56µM*	-5%[60.1 µM]	?	-3%	39%	CCc1nnc(NC(=O)CN2CCN(c3ccccc3OC)CC2)s1	2%
14%	3%	-8%	-18%	4%	?	-3%	-11%	Cc1n[nH]c(C)c1S(=O)(=O)N(CC(=O)NC1CCCC1)c1ccc(C(C)C)cc1	-2%
19%	-8%	2%	-13%	-8%	-30%	0%	-16%	S=c1[nH]nc(COc2cccc3ccccc23)n1Cc1ccccc1	-3%
34%[activator]	?	6%	-14%	-20%	.	19%	2%	CSc1ccc(/C=C(\NC(=O)c2ccccc2)C(=O)NN)cc1	6%
49%[activator]	18%	-11%	-1%	-4%	5%	-1%	2%	COC(=O)CN(c1cc([N+](=O)[O-])ccc1OC)S(C)(=O)=O	5%
37%[activator]	?	-17%	-2%	4%	?	18%	29%	C/C(=N\NC(=O)c1ccncc1)c1cccnc1	-5%
17%	?	-11%	-28%	-5%[60.1 µM]	-9%[59 µM]	.	-1%	CCOc1ccc(-n2cc(-c3ccccc3)c3c(NCCc4ccccc4)ncnc32)cc1	-9%
11%	.	-15%	71%[activator]	2%	.	42%	.	CCOC(=O)C1CCN(S(=O)(=O)c2ccc3c4c(cccc24)C(=O)N3CC)CC1	.
?	.	-7%[57.1 µM]	.	0%[60.1 µM]	?	?	-7%[57.1 µM]	CCCCCCCCCC(=O)NC(CN1CCOCC1)[C@H](O)c1ccccc1 (some centres not stated)	.
7%	28%	11%	-5%	-11%	4%	68%[activator]	?	C=CCNC(=O)NC(=O)Cn1c(=O)c2c(ncn2CC)n(Cc2ccccc2)c1=O	-3%
7%	-11%	-9%	7%	4%	48%[activator]	-9%	-2%	CCOC(=O)Cc1csc(NC(=O)c2ccc(Cl)s2)n1	-2%
5%	8%	-10%	?	-21%	?	-8%	2%	CCOC(=O)C1=C(CN2CCc3ccccc32)NC(=O)NC1c1ccc(Cl)cc1 (configuration not stated)	-15%
17%	6%	-6%	-2%	-3%	-2%[59 µM]	25%	2%	Cc1nnc(NC(=O)CSc2nnnn2Cc2ccccc2)s1	0%
?	56µM*	50µM*	?	-35%	-7%[59 µM]	.	20µM*	O=C(CSc1nc(-c2cccc(Cl)c2)nc2cc(=O)[nH]n12)Nc1ccccc1	?
8%	-18%	-9%	-28%	8%	?	.	14%	CCN(CC)c1ccc(NC(=O)c2cnn(-c3ccccc3)c2-n2cccc2)c(C)c1	-1%
12%	115%[activator]	-3%	80%[activator]	-12%	126%[activator][59 µM]	1%	0%	COC(=O)c1ccccc1NC(=O)CSc1ccc(C)cc1	-5%
7%	-11%	-8%	-8%	0%	-30%	-1%	-1%	CCCc1[nH]n(-c2ccc(F)cc2)c(=O)c1C=NCC1CCCO1 (configuration not stated)	-3%

# Whole records, looked up by structure.
# Results for CCN(CC)c1ccc(NC(=O)c2cnn(-c3ccccc3)c2-n2cccc2)c(C)c1 : POLI inh: 8%; BAZ2B block: -18%; POLH inh: -9%; JMJD2A Tudor inh: -28%; Pol kappa inh: 8%; G9a block: ?; APE1 inh: .; POLB inh: 14%; BLM inh: -1%
# Results for CCOC(=O)Cc1csc(NC(=O)c2ccc(Cl)s2)n1 : POLI inh: 7%; BAZ2B block: -11%; POLH inh: -9%; JMJD2A Tudor inh: 7%; Pol kappa inh: 4%; G9a block: 48%[activator]; APE1 inh: -9%; POLB inh: -2%; BLM inh: -2%
# Results for CCCc1[nH]n(-c2ccc(F)cc2)c(=O)c1C=NCC1CCCO1 (configuration not stated) : POLI inh: 7%; BAZ2B block: -11%; POLH inh: -8%; JMJD2A Tudor inh: -8%; Pol kappa inh: 0%; G9a block: -30%; APE1 inh: -1%; POLB inh: -1%; BLM inh: -3%

# Bioassay records (PubChem)

# This is a subset; count on the stated rates, not on these rows.
